Compound activity as filed in PubChem BioAssay.
Dynein transport: inhibitors of GR-EGFP nuclear translocation, primary screen, dynein cargo transport inhibitor project, imaging, high-content, 3617.4 mouse cells | test concentration mostly 20 µM; stimulated with dexamethasone, 1 µM; stronger effect = lower value | z-score, hits read low | 0.47% of 220,000 active;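 active = plate z-score of nuclear minus cytoplasmic receptor signal below a set negative limit, without overly bright fluorescence or cell loss, cut at about -3.5 in these data, passing the limit was not always enough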;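 note: z-score of nuclear minus cytoplasmic ring GR-EGFP intensity difference per well; some compounds called inactive have numbers as strong as hits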
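medium = tetracycline-free induction medium containing charcoal-stripped FBS | probe or stimulus = dexamethasone, 1.0 µM final | timing = 48 h induction, then 1 h compound, then 30 min agonist, 37 °C | detection = automated 10x imaging of fixed Hoechst-stained cells | read-out basis = nuclear versus cytoplasmic GR-EGFP signal, averaged per well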
Autophagy mod: autophagy modulators in MEF cells, primary screen, imaging, high-content, MEF GFP-LC3; MEF GFP-LC3 puncta imaging; test concentration mostly 10 µM; 0.98% of 190,000 active; calls only at 10 µM (by protocol);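 active = percentage of spot-positive cells more than 3 SD above its plate mean, without a fluorescence outlier flag or 80% toxicity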;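 note: spot-positive cell cutoff set from DMSO-treated cells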
MT stabilizer: microtubule stabilizers in HeLa cells, primary screen, imaging, high-content imaging; HeLa tubulin immunostaining HCS, 24 h; share of cells brighter than vehicle mean+2SD; % tubulin-high responders, % at 10 µM; 0.83% of 200,000 active;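 active = plate Z-score above 3 for both tubulin-high and condensed-nucleus cell shares, with cell loss under 80%, at 10 µM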;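 note: anti alpha tubulin signal scored within the nucleus-defined area of each cell; some results filed as inactive read as strong as hits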
WT yeast gro inh: growth inhibition of WT strain, primary screen, mitochondrial fusion inhibitor project, WT and mutant strains, chemical genetic | mitochondrial fusion phenotypic screen | inhibition, % at 10 µM | 2.1% of 190,000 active; in the data active = inhibition above about 58%; tested in S. cerevisiae
T cell HTS: modulators of CD8 T cell-vesicle binding, primary screen, mouse 2C CD8+ T cells, flow cytometry; AID 2052, 2009; calls only at 7 µM; 0.068% of 330,000 active; 2C CD8+ T cell-vesicle binding; stronger effect = lower value;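 active = response, share of CD8 T cells binding vesicles, and their 90th percentile fluorescence all below set limits, cut at about 80% in these data, passing the limit was not always enough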
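Assay system – 2C mouse CD8+ T cells · Also added – QL9-loaded Drosophila micro-vesicles · Timing – Cell–vesicle co-incubation 1.5 h at 37 °C, staining 20 min on ice · Signal – flow cytometry of vesicle-bound cells · Measure – percent CD8+ FL2 mean versus row control · Controls – Peptide-free naked vesicles (low) and QL9 vesicles with 0.7% DMSO vehicle (high)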
P. falciparum M17LAP: P. falciparum M17LAP inhibitors, primary screen, biochemical, fluorogenic H-Leu-NHMec substrate, 1536-well (AID 1619); recombinant M17LAP, H-Leu-NHMec fluorogenic kinetic assay; higher % means a stronger effect; inhibition, % at 30 µM; hits with a dose series show IC50 in µM; 0.38% of 220,000 active;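 active = compound inhibiting the enzyme by more than half at any dose during confirmatory dose-response retesting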;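 note: plate controls were full reaction with DMSO carrier for no effect and no enzyme background for full effect; strong numbers were not always called active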
b-catenin transl: modulators of beta-catenin nuclear translocation, primary screen, imaging, HeLa cells, immunofluorescence, high-content; AID 1665, 2009; nuclear translocation activity, % at 5 µM; 0.3% of 190,000 active;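 active = nuclear translocation activity above 50% at 5 µM, with a well cell count of 50 or more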;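 note: per-cell ratio of nuclear to cytoplasmic median beta-catenin stain intensity; plate controls were DMSO negative control for no effect and GSK-3 inhibitor IX positive control for full effect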
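Test system: HeLa cells, endogenous beta-catenin; Compound: single 5 µM dose plus 0.02–20 µM confirmation series; Times: compound exposure 24 h at 37°C; Signal: fluorescence imaging of beta-catenin antibody stain plus DAPI; Read-out: % activation, nuclear-to-cytoplasmic median beta-catenin signal ratio per cell.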
M1AAP inhibition: P. falciparum M1AAP inhibitors, biochemical, fluorogenic H-Leu-NHMec substrate, 1536-well (AID 1445); Aminopeptidase N (Plasmodium falciparum (isolate 3D7)); 0.42% of 220,000 active; inhibition, % at 30 µM, or IC50 in µM where a hit was titrated; recombinant M1AAP, H-Leu-NHMec fluorogenic kinetic assay; higher % means a stronger effect;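 active = primary inhibition above the hit cutoff, then over 50% inhibition at one or more dose response concentrations, cut at about 23% in these data, passing the limit was not always enough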;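 note: plate controls were DMSO full reaction for no effect and no enzyme background for full effect; strong numbers were not always called active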
Yfh1-depleted yeast: enhancers of respiration in Yfh1-depleted yeast, dose response, Friedreich's ataxia, plus single-dose screen (AID 1465); S. cerevisiae Yfh1-off respiration, WST-1 reduction, 72 h; higher fold induction means a stronger effect; fold induction at 50 µM, or EC50 in µM where a hit was titrated; 0.074% of 220,000 active;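 active = fold induction of absorbance versus untreated yeast above a set limit, then at least 30% activation at any dose in follow-up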;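 note: activators that raise dye reduction in frataxin-depleted yeast; strong numbers were not always called active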
WT yeast gro inh mutant strain: recorded beside WT yeast gro inh, whose call it bears; inhibition, %; mitochondrial fusion phenotypic screen, mutant strain inhibition
Dynein transport cytoplasmic EGFP: further read-out of Dynein transport, marked with its call; z-score; measured here: cytoplasmic GR-EGFP intensity; stronger effect = higher value
Dynein transport nuclear GR-EGFP: also measured in Dynein transport; calls as there; z-score; measured here: nuclear GR-EGFP intensity;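 lower value marks the stronger effect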
Dynein transport cell count: also measured in Dynein transport; calls as there; z-score; measured here: cell count per field
b-catenin transl cell count 5 µM: recorded beside b-catenin transl, whose call it bears; cell count; measured here: cell count, cytotoxicity flag
T cell HTS vesicle-bound %: second read-out of T cell HTS, no call of its own (marks repeat the call); double positive events, %; measured here: CD8+ vesicle-bound cell fraction;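 binding gate set so that unloaded-vesicle control wells show 10% double positive cells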
MT stabilizer Hoechst-high %: further read-out of MT stabilizer, marked with its call; % Hoechst-high responders; measured here: nuclear condensation Hoechst responders;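 share of cells brighter than vehicle mean plus two SD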
MT stabilizer cytotoxicity %: further read-out of MT stabilizer, marked with its call; toxicity, %; measured here: cytotoxicity by cell density;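 0% = mean cell density of plate MIN control wells and 100% = no cells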
Autophagy mod cell loss 18 h: second read-out of Autophagy mod, no call of its own (marks repeat the call); toxicity, %; measured here: cell loss, nuclei count;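 cell loss after 18 h compound exposure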
* = called active by the depositor; i = inactive; . = not tested or not shown.

SMILES	Dynein transport	Dynein transport cytoplasmic EGFP	Dynein transport nuclear GR-EGFP	Dynein transport cell count	Autophagy mod	Autophagy mod cell loss 18 h	MT stabilizer	MT stabilizer Hoechst-high %	MT stabilizer cytotoxicity %	WT yeast gro inh	WT yeast gro inh mutant strain	T cell HTS	T cell HTS vesicle-bound %	P. falciparum M17LAP	b-catenin transl	b-catenin transl cell count 5 µM	M1AAP inhibition	Yfh1-depleted yeast
O=C1C2C3C=CC(C4CC34)C2C(=O)N1/N=C/c1ccc(-c2ccc(F)cc2[N+](=O)[O-])o1 (stereo unspecified)	-1	-0.007	-0.22	0.28	i	-3	2.5	1.1	2.2	-16	16	i	29	2%	-6.3	1228	13%	i
CN1CCN(c2ccc(NC(=O)c3ccc(Cl)cc3)cn2)CC1	1.6	-0.33	0.93	-0.6	i	6	5.6	3.0	6.7	6	14	i	48	2%	0.3	1060	2%	i
COc1ccc(-c2nc3scc(-c4ccccc4)n3n2)cc1	-0.24	-0.17	0.0074	1.4	i	1	3.0	3.9	20	-12	-10	i	4	1%	-1.3	1100	-2%	i
Cc1oc(-c2ccccc2Cl)nc1CSCC(=O)N1CCCC1	-0.63	-0.42	-0.26	-0.058	i	7	3.5	2.1	10	-7	2	i	57	12%	0.5	980	0%	i
CCN(CC(=O)Nc1cccc(C(C)=O)c1)S(=O)(=O)c1ccccc1	0.032	-0.33	0.23	0.56	i	24	4.1	2.4	0.2	-4	2	i	46	6%	-1.4	1165	4%	i
O=C(Nc1ccc(Cl)cc1)Nc1ccc(C(=O)N2CCOCC2)cc1	0.42	-0.25	0.12	-0.24	.	.	.	.	.	.	.	i	55	-10%	0.4	1332	3%	i
Oc1ccc(/C=N/NC(=S)NCC2CCCO2)cc1 (stereo unspecified)	-0.15	-0.25	-0.078	0.32	i	5	2.3	2.2	7.6	48	97	i	35	5%	-3.5	1216	-1%	i
Cc1noc(C)c1COc1ccc(C(=O)OCC(=O)N2CC(=O)Nc3ccccc32)cc1	0.82	-0.14	1.5	-0.2	i	-28	2.6	2.0	5.8	21	16	i	11	3%	-3.8	1303	-2%	i
COc1cc(C(=S)N2CCCCC2)ccc1O	-0.4	-0.23	0.36	-0.0033	i	35	2.1	2.2	6.9	12	17	i	31	-3%	.	.	4%	i
O=C(NCCc1ccc(Cl)cc1)C1CCC(=O)N1Cc1ccccc1Cl (stereo unspecified)	0.73	-0.16	0.15	-0.5	i	2	2.9	1.6	2.8	-13	-9	i	18	8%	.	.	11%	i
Cc1ccc(Sc2nc([N+](=O)[O-])nn2C)cc1	1	-0.27	0.2	-0.38	i	11	6.1	2.7	8.6	-1	6	i	47	2%	-0.9	1180	0%	i
O=C(NC1CCCCC1)/C(=N\O)c1ccccn1	-0.069	-0.26	0.45	-0.39	i	16	4.3	2.3	9.5	-4	-7	i	47	4%	-2.3	878	-3%	i
CN(C(=O)COc1cc(C(F)(F)F)nn1C)c1ccccc1	-0.62	-0.14	-0.37	1.2	i	14	1.0	1.0	8.9	8	8	i	8	-4%	0.0	1454	-3%	i
Cc1sc2ncn(CC(=O)Nc3c(F)cccc3F)c(=O)c2c1S(=O)(=O)N1CCC(C)CC1	0.75	-0.38	0.21	0.63	i	10	8.7	1.6	5.1	0	3	i	27	6%	0.1	1125	-1%	i
CCOC(=O)C1(Cc2ccccc2C(F)(F)F)CCN(C2CCN(C(C)C)CC2)CC1	0.023	-0.19	-0.25	0.45	i	-1	1.6	3.5	5.6	8	23	i	45	6%	-0.7	1026	4%	i
O=C1c2c(O)cc(O)cc2O[C@@]12c1c(cc(O)c3c1O[C@H](c1ccc(O)cc1)[C@@H](O)C3)O[C@@H]2c1ccc(O)cc1	1	-0.28	0.78	-0.13	i	-6	2.7	2.8	8.9	-18	3	i	40	16%	-0.9	535	13%	i
Cc1cccc(/C(N)=N/OC(=O)N2CCOCC2)c1	0.12	-0.2	0.61	0.089	i	-15	3.1	1.1	3.4	-5	0	i	40	10%	3.3	1337	4%	i
COC(=O)c1ccc(CSc2nc3c(c(=O)n2-c2ccccc2)SCC3)o1	0.26	-0.096	0.27	-0.41	i	-10	2.6	1.2	10	-4	-1	i	45	4%	-0.7	1084	5%	i
COc1ccc(C(C)=O)cc1CSc1nnc(Nc2ccc(C)cc2C)s1	0.57	-0.24	0.11	-0.25	i	23	5.4	3.5	7.4	61*	13*	i	49	46%	-0.4	1134	5%	i
O=C(CNS(=O)(=O)c1ccc(F)cc1)Nc1ccc(C(F)(F)F)cc1	0.91	-0.14	1	-0.91	i	39	1.0	0.7	3.3	-9	0	i	16	2%	.	.	9%	i
CCC(=O)c1c[nH]c(C(=O)NCCCn2ccnc2)c1	-0.4	0.42	-0.2	0.18	i	14	2.8	1.6	4.7	-3	3	i	19	4%	0.4	1055	-6%	i
COc1ccc(C2CC(c3ccc(Br)cc3)=NN2C(=O)CN2CCCC2)cc1 (stereo unspecified)	0.35	-0.27	0.13	0.11	.	.	.	.	.	.	.	i	14	9%	-0.4	1324	6%	i
O=[N+]([O-])c1ccc(NC(=S)NCCc2ccccc2)cc1	-0.88	-0.17	-0.33	0.49	i	-6	2.0	1.9	2.3	81*	74*	i	61	1%	-6.7	534	9%	i
Cc1ccc(S(=O)(=O)N(C)CCCC(=O)NC(C)(C)CO)cc1	-0.86	-0.22	-0.22	0.41	i	13	3.9	2.1	8.0	15	10	i	38	0%	-1.2	1022	3%	i
O=C(NCc1ccc(Cl)cc1Cl)C(=O)N1CCCCC1	-0.03	0.063	-0.11	-1.8	i	10	1.7	1.8	8.8	-6	-7	i	18	-1%	.	.	2%	i
CC1(C)CC(=O)C2=C(C1)Nc1ccccc1NC2c1ccccn1 (stereo unspecified)	-2.3	-0.18	-0.88	1.7	i	7	5.6	1.7	4.9	-2	-18	i	55	32%	3.3	1135	9%	i
CC(C)(C)NC(=O)C(c1ccncc1)N(C(=O)CNC(=O)c1ccco1)c1ccc2c(c1)OCO2 (stereo unspecified)	-0.28	-0.27	-0.52	1.1	i	4	5.0	2.7	5.8	3	2	i	29	-18%	-1.9	1156	-5%	i
CN1CCN(c2ccc(NC(=O)c3ccc(C(F)(F)F)cc3)cn2)CC1	-1.1	-0.3	-0.067	0.57	i	5	3.7	2.6	8.5	-15	13	i	66	-4%	1.6	1083	5%	i
CC(C(=O)Nc1ccc(F)c(F)c1F)N(C)CC(=O)Nc1ccccc1Br (stereo unspecified)	0.76	-0.13	0.34	-0.82	i	-1	4.4	1.9	6.6	-9	-8	i	64	4%	1.5	1037	-1%	i
O=C(CN1C(=O)c2cccc3cccc1c23)Nc1ccccc1C(=O)NCc1ccco1	0.4	-0.15	0.39	-0.3	i	1	1.8	1.1	0.2	-86	-32	i	40	39%	.	.	15%	i
Cc1c(NC(=O)CN2CCN(c3ccc([N+](=O)[O-])cc3)CC2)c(=O)n(-c2ccccc2)n1C	-0.38	-0.031	-0.21	0.52	i	0	3.6	2.2	1.6	-15	-20	i	26	8%	0.6	1128	5%	i
COc1cc(/C=N/NC(=O)CCN2CCN(c3ccccc3)CC2)cc(OC)c1OC	-0.72	-0.27	-0.48	0.18	i	3	3.2	2.3	6.2	-3	-8	i	55	4%	.	.	1%	i
